From PubChem BioAssay
TDP1 cell CPT = growth inhibition of DT40 Tdp1-/-;hTDP1 cells with camptothecin (screen for TDP1 inhibitors) | chicken DT40 Tdp1-/-;hTDP1 cells + 20 nM CPT, ATP luminescence, 48 h | Potency, µM (titrated, usually from 46.2 µM), for inactives: at the highest dose activity change, negative = growth inhibition, actives largely listed as inhibitors | 420,000 tested, 12% active; also: nearly all actives have a fitted effect of over 55% in size
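Cell growth measured by CellTiter-Glo luminescence after a minimum 48 h, 37 C compound exposure with 20 nM CPT in Tdp1-knockout DT40 cells stably expressing hTDP1, seeded 400/well; qHTS titration format.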
TDP1 block = TDP1 (human) enzyme inhibition. Q9NUW8. AID 485290. recombinant TDP1, AlphaScreen DNA substrate cleavage. 350,000 tested, 0.28% active. Potency, µM (highest dose often 130 µM), for the others: at the highest dose activity change, negative = inhibition, actives largely listed as inhibitors; also: nearly all actives have a fitted effect of over 40% in size
Target sequence (Q9NUW8 whole entry, looked up): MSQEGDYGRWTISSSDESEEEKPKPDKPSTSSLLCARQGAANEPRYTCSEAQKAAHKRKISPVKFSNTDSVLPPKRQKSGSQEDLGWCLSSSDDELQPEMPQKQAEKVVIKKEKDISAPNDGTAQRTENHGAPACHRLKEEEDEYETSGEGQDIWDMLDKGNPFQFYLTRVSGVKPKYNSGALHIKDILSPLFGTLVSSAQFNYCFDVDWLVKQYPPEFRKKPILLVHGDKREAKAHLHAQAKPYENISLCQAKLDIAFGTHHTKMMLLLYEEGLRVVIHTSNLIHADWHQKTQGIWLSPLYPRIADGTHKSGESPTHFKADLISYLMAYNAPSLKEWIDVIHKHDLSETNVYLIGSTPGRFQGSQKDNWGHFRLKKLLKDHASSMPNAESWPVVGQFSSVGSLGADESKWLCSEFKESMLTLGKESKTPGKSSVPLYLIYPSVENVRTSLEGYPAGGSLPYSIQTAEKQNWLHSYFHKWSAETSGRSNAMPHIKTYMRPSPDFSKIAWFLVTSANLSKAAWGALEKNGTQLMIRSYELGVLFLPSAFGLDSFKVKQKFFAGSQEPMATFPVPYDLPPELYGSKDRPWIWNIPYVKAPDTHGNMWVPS
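Compounds were preincubated with Tdp1 (1 nM final) for 15 min at room temperature before substrate (15 nM final) started a 5 min reaction; beads (10 ug/ml final) were then added for 10 min before AlphaScreen detection.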
DT40 TDP1 no CPT = qHTS for Inhibitors of human tyrosyl-DNA phosphodiesterase 1 (TDP1): qHTS in cells in absence of CPT. DT40 Tdp1-/- hTDP1 cells, no CPT, ATP luminescence, 48 h. Potency, µM (series often up to 46.2 µM), inactives show at the highest dose activity change, negative = growth inhibition, usual class: inhibitors. 420,000 tested, 15% active. AID 686978, 2013; also: nearly all actives have a fitted effect of over 55% in size
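Cells were dispensed at 400 per well, compounds added by pin tool, plates incubated ≥48 hr at 37 °C, then CellTiter-Glo added for 30 min at room temperature before luminescence reading. Line: DT40 Tdp1-/- complemented with hTDP1; camptothecin omitted.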
An asterisk follows results filed as active; ? = inconclusive; · = no result given; [ ] = another dose, or the depositor's remark. Calls follow the shape of the dose curve; as a rule, active = well fitted curve in the direction sought with a large enough effect; inconclusive = small, poorly fitted or top-dose-only effect, or another doubt; inactive = no such curve, though single readings can be large; an effect the other way counts as inactive or inconclusive. % is scaled to controls: 0 for no effect and ±100 for the full control effect; potency is read from the fitted curve at half-maximal effect.

SMILES | TDP1 cell CPT | TDP1 block | DT40 TDP1 no CPT
COc1ccc(C(=O)OCC(=O)Nc2sccc2C(N)=O)cc1[N+](=O)[O-] | -10% | -20% | -17%
COc1ccc(OCc2nc3c4c(-c5ccccc5)c(-c5ccccc5)oc4ncn3n2)cc1 | -1% | · | -5%
CS(=O)(=O)N(CC(=O)NCc1ccccn1)c1ccc2c(c1)OCCO2 | -1% | 6% | 6%
CCC(c1nnnn1C(C)(C)CC)N(CCN1CCOCC1)Cc1cc2cc(C)ccc2[nH]c1=O (stereo not given) | ? | 4% | ?
CCCc1[nH]c2ccc(C(=O)OC)cc2c1CCC | ? | · | ?
NS(=O)(=O)c1cc(C(=O)OCC(=O)Nc2ccccc2[N+](=O)[O-])ccc1Cl | 6% | 3% | 1%
Cc1ccc(C(=O)O)cc1-n1c(C)cc(C=O)c1C | -3% | 18µM* | 0%
CC(C(=O)NCCc1ccc(Cl)cc1)n1c(=O)c2cccn2c2cccnc21 (stereo not given) | ? | 7% | 18µM*
O=C(c1cccc(Br)c1)N1CCCc2ccccc21 | ? | · | ?
O=C(COC(=O)c1ccc(Br)o1)Nc1cccc(S(=O)(=O)N2CCCCC2)c1 | -3% | 2% | -15%
COC(=O)c1ccc(CO/N=C/c2ccc(OC)cc2)o1 | 10% | 2% | -10%
C=CCN(CC=C)CC(=O)Nn1c(C)ccc1C | -23% | · | ?
COc1cc2c(C(=O)N3CCN(c4ccccc4C)CC3)c(C)oc2cc1Br | ? | -1% | 16µM*
COc1ccc(-c2cc(C(=O)Nc3cc(C)on3)c3ccccc3n2)c(OC)c1 | 12µM* | 1% | 9.2µM*
C/C(CC(=O)Nc1ccc2c(c1)OCCO2)=N\NC(=O)COc1ccc(C)cc1 | -4% | 4% | -13%
CCn1ccnc1CNC(=O)CC1C(=O)NCCN1Cc1ccc(OC)cc1OC (stereo not given) | 9% | · | 9%
c1ccc(N2CCN(CC3CCCCC3)CC2)cc1 | -16% | · | 3%
CN(C)c1nc(N)c([N+](=O)[O-])c(N2CCCCCC2)n1 | -5% | · | 10%
COc1ccccc1OCC(=O)NCc1nc(-c2ccc(Cl)cc2)no1 | -9% | -5% | -15%
CC1CCCCC12NC(=O)N(CC(=O)OCc1ccccc1F)C2=O (stereo not given) | 0% | 0% | -17%
CC(C)NC(=O)Nc1ccc2c(c1)C(=O)N([C@H](C)CO)C[C@H](C)[C@@H](CN(C)Cc1ccc3c(c1)OCO3)OCCCC[C@@H](C)O2 | -4% | · | -25%
CCN1CCN(C(c2cc3cccc(C)c3[nH]c2=O)c2nnnn2Cc2ccccc2)CC1 (stereo not given) | -30% | 3% | -21%
Fc1ccc(CNc2ncnc3c2c(-c2ccccc2)cn3-c2ccccc2)cc1 | ? | -1% | ?
Cc1c(C(=O)OC2CCCCCC2)[nH]c2c1C(=O)CC(c1ccc(N(C)C)cc1)C2 (stereo not given) | -4% | -5% | ?
COc1cccc(-c2nn(C)c3sc(C(=O)NCc4ccco4)cc23)c1 | 21µM* | 9% | -27%
O=C(NCCc1ccccc1)C1CCCN1C(=O)Nc1ccc(F)cc1 (stereo not given) | ? | 2% | 15µM*
CCn1c(SCc2ccc(C)cc2)nnc1C1CCN(S(=O)(=O)c2ccc(OC)cc2)CC1 | ? | 3% | ?
COc1ccc(C(=O)NCC(c2cccs2)S(=O)(=O)c2ccc(F)c(C)c2)cc1 (stereo not given) | ? | -5% | ?
COc1ccc(S(=O)(=O)c2c(C(=O)c3ccc(C)c(C)c3)cnc3ccc(C)cc23)cc1 | 7.3µM* | 7% | 6.5µM*
CCOC(=O)C1CCN(C(=O)c2cccc(S(=O)(=O)N3CCCc4ccccc43)c2)CC1 | ? | · | 23µM*
Cn1ncnc1SCc1cn2cccnc2n1 | -2% | 5% | -16%
COc1cccc2c1cc1c(=O)n(CC(=O)N3CCCCCC3)nc(C)n12 | 18% | 2% | ?
CC(=O)c1ccc2c(ccc3ccccc32)c1 | 1% | 1% | -27%
CCOc1cc(/C=N/NC(=O)C(=O)NCc2ccc3c(c2)OCO3)ccc1OCC(=O)N1CCOCC1 | -1% | -1% | 13%
COC(=O)c1ccc(-n2nnnc2SCC(=O)Nc2cc(OC)ccc2OC)cc1 | ? | 2% | -29%
O=C(Cc1cccs1)Nc1ccon1 | 3% | -3% | -17%
COc1cccc(NC(=O)c2ccccc2C(F)(F)F)c1 | 0% | 5% | 8%
COC(=O)Cc1c(C(=O)OC)nnn1-c1cccc(C(F)(F)F)c1 | -5% | 2% | -2%
CN=C(Nc1ccc(C(=O)OC)s1)c1ccccc1 | -4% | 5% | 1%
CCOC(=O)C1=C(C)NC(C)=C(C(=O)OCC)C1C(=O)OCC(=O)NC(C)c1ccccc1 (stereo not given) | ? | -5% | ?
CCCS(=O)(=O)NC(=O)C1(C)CCN(C(=O)c2ccc(OC(F)F)cc2)C1 (stereo not given) | -23% | · | -3%
CC(C)(C)OC(=O)N[C@@H](Cc1ccccc1)c1nnc(SCC(=O)c2ccc(Cl)cc2)o1 | ? | 6% | ?
O=C(c1cc(F)c(F)c(F)c1F)N1CCN(Cc2ccc3c(c2)OCO3)CC1 | ? | · | -17%
COc1ccc(NC(=O)c2nn(C34CC5CC(CC(C5)C3)C4)cc2[N+](=O)[O-])cc1 | 18% | 3% | -16%
c1ccc(-c2ccc(-c3ccncn3)cc2)cc1 | -4% | · | -19%
O=S(=O)(NCCc1nnc2ccc(SCc3cccc(Cl)c3)nn12)c1ccccc1 | 15µM* | 5% | 18µM*
Cn1c(=O)c2cc(C(=O)N3CCN(c4cccc(C(F)(F)F)c4)CC3)sc2c2ccccc21 | ? | 5% | 3.7µM*
O=C(CNC(=O)c1cccc(OC(F)F)c1)OCC(=O)c1ccccc1 | 1% | 0% | -23%
O=S(=O)(c1ccc(S(=O)(=O)N2CCCN(Cc3ccccc3)C2)cc1)N1CCCCCC1 | ? | 1% | ?
CCCCC(=O)NC(=S)Nc1nnn(CCC)n1 | 4.1µM* | 2% | 5.8µM*
COc1ccc(Cn2c(SCc3ccc(C(=O)NCCc4ccccc4)cc3)nc3cccnc32)cc1 | ? | 4% | ?
CC(C)(C)c1ccc(-c2noc(C(=O)NN)n2)cc1 | 10% | 7% | ?
COc1ccc(-c2n[nH]c3c2CN(C(=O)c2ccc(F)cc2)CC3)cc1 | ? | 2% | -18%
CC(=O)NCCC1CCN(C(=O)C2CCC(=O)N(C3CCCC3)C2)CC1 (stereo not given) | 0% | 3% | 6%
O=[N+]([O-])c1ccc(CS(=O)(=O)c2ncn[nH]2)cc1 | 28% | · | -4%
O=C(O)c1cccc(-c2nnn(Cc3ccccc3Cl)n2)c1 | -19% | 5%[56.1 µM] | 2%
Cc1ccc(C)c(NC(=O)CN(C)C(=O)c2ccc3[nH]c4c(c3c2)CC(C)CC4)c1 (stereo not given) | ? | 9% | ?
COC(=O)C[C@H]1C[C@H]2c3cc(NC(=O)C4CCC4)ccc3O[C@H]2[C@H](CO)O1 | -5% | · | -23%
Cc1c(Cl)cccc1NC(=O)CNC(=O)C1CC(=O)N(C2CCCC2)C1 (stereo not given) | -3% | -2% | 8%
COc1ccc(C2CC(c3cccc(Cl)c3)=NN2c2ccc(S(N)(=O)=O)cc2)cc1 (stereo not given) | ? | -9%[56.1 µM] | ?

Reprinted at random: two compounds from above, in no set order.
SMILES | TDP1 cell CPT | TDP1 block | DT40 TDP1 no CPT
Cn1c(=O)c2cc(C(=O)N3CCN(c4cccc(C(F)(F)F)c4)CC3)sc2c2ccccc21 | ? | 5% | 3.7µM*
COc1cc2c(C(=O)N3CCN(c4ccccc4C)CC3)c(C)oc2cc1Br | ? | -1% | 16µM*

The list goes on:
SMILES | TDP1 cell CPT | TDP1 block | DT40 TDP1 no CPT
Nc1nnnn1/N=C/c1cccc(O)c1 | ? | -3% | 7%
CNC(=S)NC12CC3CC(CC(C3)C1)C2 | -1% | 5% | ?
O=C1N(c2ccccc2)c2ccccc2[C@]12C[C@H](O)CO2 | 10% | · | 6%
O=C(CSc1nc(C2CC2)nc2ccccc12)Nc1ccc2c(c1)OCCO2 | ? | 2% | 21µM*
O=C(c1ccccc1)N(Cc1nc2ccccc2c(=O)[nH]1)C1CCCC1 | 8% | 1% | -30%
COc1ccc(/C=C2\SC(=O)N(CCNC(=O)Cn3cnnn3)C2=O)cc1 | -25% | 3% | -13%
Cc1cc(OCC(=O)OCC(=O)N(C)C2CCS(=O)(=O)C2)ccc1Cl (stereo not given) | 12% | -11% | -4%
Nc1nc(N)c(N=Nc2ccc(Cl)cc2)c(=O)[nH]1 | ? | 2% | -16%
O=C(Nc1ccc(Br)cc1F)c1sccc1-n1cccc1 | 0% | 7% | -18%
CCOc1ccc(Cn2c(CNS(=O)(=O)c3ccc(C(C)(C)C)cc3)nc3cccnc32)cc1 | ? | 7% | ?
COCCCN1CN(Cc2ccccc2)CNC1=S | ? | 1% | -7%
CCNc1nc(NCC)n2c(SCC(=O)NC34CC5CC(CC(C5)C3)C4)nnc2n1 | ? | 7% | ?
COC(=O)c1ccc(NC(=O)CCN2C(=O)NC(C)(C)C2=O)cc1 | 6% | 0% | 9%
CSc1nsc(SCC(=O)Nc2ccc(Cl)c(C(=O)O)c2)n1 | 0% | · | 0%
c1ccc(C2NCCNC2c2ccccc2)cc1 (stereo not given) | -11% | · | -4%
Cc1sc(-c2ccncc2)nc1OC(=O)c1ccc(Cl)cc1 | -3% | -4% | ?
COc1ccc(OC)c(S(=O)(=O)Nc2ccc(-c3ccc4nnc(C)n4n3)cc2)c1 | 8.2µM* | 2% | 8.2µM*

Entries shown so far with an aryl methoxy group, in the order listed:
SMILES | TDP1 cell CPT | TDP1 block | DT40 TDP1 no CPT
COc1ccc(C(=O)OCC(=O)Nc2sccc2C(N)=O)cc1[N+](=O)[O-] | -10% | -20% | -17%
COc1ccc(OCc2nc3c4c(-c5ccccc5)c(-c5ccccc5)oc4ncn3n2)cc1 | -1% | · | -5%
COC(=O)c1ccc(CO/N=C/c2ccc(OC)cc2)o1 | 10% | 2% | -10%
COc1cc2c(C(=O)N3CCN(c4ccccc4C)CC3)c(C)oc2cc1Br | ? | -1% | 16µM*
COc1ccc(-c2cc(C(=O)Nc3cc(C)on3)c3ccccc3n2)c(OC)c1 | 12µM* | 1% | 9.2µM*
CCn1ccnc1CNC(=O)CC1C(=O)NCCN1Cc1ccc(OC)cc1OC (stereo not given) | 9% | · | 9%
COc1ccccc1OCC(=O)NCc1nc(-c2ccc(Cl)cc2)no1 | -9% | -5% | -15%
COc1cccc(-c2nn(C)c3sc(C(=O)NCc4ccco4)cc23)c1 | 21µM* | 9% | -27%
CCn1c(SCc2ccc(C)cc2)nnc1C1CCN(S(=O)(=O)c2ccc(OC)cc2)CC1 | ? | 3% | ?
COc1ccc(C(=O)NCC(c2cccs2)S(=O)(=O)c2ccc(F)c(C)c2)cc1 (stereo not given) | ? | -5% | ?
COc1ccc(S(=O)(=O)c2c(C(=O)c3ccc(C)c(C)c3)cnc3ccc(C)cc23)cc1 | 7.3µM* | 7% | 6.5µM*
COc1cccc2c1cc1c(=O)n(CC(=O)N3CCCCCC3)nc(C)n12 | 18% | 2% | ?
COC(=O)c1ccc(-n2nnnc2SCC(=O)Nc2cc(OC)ccc2OC)cc1 | ? | 2% | -29%
COc1cccc(NC(=O)c2ccccc2C(F)(F)F)c1 | 0% | 5% | 8%
COc1ccc(NC(=O)c2nn(C34CC5CC(CC(C5)C3)C4)cc2[N+](=O)[O-])cc1 | 18% | 3% | -16%
COc1ccc(Cn2c(SCc3ccc(C(=O)NCCc4ccccc4)cc3)nc3cccnc32)cc1 | ? | 4% | ?
COc1ccc(-c2n[nH]c3c2CN(C(=O)c2ccc(F)cc2)CC3)cc1 | ? | 2% | -18%
COc1ccc(C2CC(c3cccc(Cl)c3)=NN2c2ccc(S(N)(=O)=O)cc2)cc1 (stereo not given) | ? | -9%[56.1 µM] | ?
COc1ccc(/C=C2\SC(=O)N(CCNC(=O)Cn3cnnn3)C2=O)cc1 | -25% | 3% | -13%
COc1ccc(OC)c(S(=O)(=O)Nc2ccc(-c3ccc4nnc(C)n4n3)cc2)c1 | 8.2µM* | 2% | 8.2µM*
